FN deposition inh = fibronectin deposition inhibition | inhibition, % at 12.6 µM | AH1F fibroblasts, Alexa488-fibronectin deposition fluorescence, overnight | hit rate 0.086% among 350,000 | AID 743247;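 active means mean inhibition across replicates of 30% or more, regardless of how many single replicates reach that level; inconclusive means mean under 30% yet at least half of replicates reach 30%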;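 further: positive control wells lacked labelled fibronectin entirely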
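Material: AH1F fibroblast monolayer depositing Alexa488-labelled fibronectin into matrix | Input: 10000 AH1F cells/well | Medium: DMEM plus 2% serum, read in PBS | Reagent: Alexa488-fibronectin, 24 nM final in well | Compound dosing: One dose per compound, pinned | Schedule: 1 h adhesion, overnight exposure | Measured by: Fluorescence at 485 nm excitation, 525 nm emission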
PGC1a acetyl inh = PGC1a acetylation modulation, inhibitor mode | U2OS PGC1a acetylation, AlphaScreen anti-acetyl-lysine; with virally co-expressed GCN5 acetyltransferase | inhibition, % at 15.6 µM | hit rate 0.17% among 350,000 | AID 651687;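 active means every replicate shows inhibition of at least 40%; inconclusive means mean inhibition at least 40% but some replicate below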;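 further: 0% = neutral control wells and 100% = positive control wells; some results beyond the cut were filed as inactive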
miR-122 sensor = miR-122 inhibition in Huh7 cells; Huh7 miR-122 Renilla luciferase sensor, 48 h; neutral wells = 0, positive control = 100; activation (reporter increase), % at 12.5 µM; hit rate 0.3% among 340,000;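 active means mean replicate activation score at least 90 and every replicate individually at or above 90; inconclusive means only one of the two criteria met; inactive means neither criterion met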;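 further: higher luciferase means less miR-122 activity so hits act as miR-122 inhibitors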
PglD inh = inhibitors of Campylobacter jejuni PglD acetyltransferase; purified PglD enzyme, DTNB colorimetric CoA detection; inhibition, % at 12.5 µM; hit rate 0.098% among 360,000; in the data active means inhibition above about 16%, passing the limit was not always enough; inconclusive means no clear call, values can overlap the other calls; further: strong numbers were not always called active
Cneo AK release = Cryptococcus neoformans lysis via adenylate kinase release; C. neoformans lysis, adenylate kinase release luminescence, 4 h; normalised: neutral wells 0, clomiphene wells 100; hit rate 0.2% among 360,000; lysis activity, % at 15 µM;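 active means mean lysis activity across replicates of at least 80%, whatever share of replicates individually reach that level; inactive means mean lysis activity below 80%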
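Material: C. neoformans cells | Amount: Yeast cell density of 5 × 10^6 cells/mL | Medium: Fresh YPD growth medium | Dosing: Single dose | Times: Static 4 h at 37 °C with compound, 1 h detection | Detection: AK luminescence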
GSIS activator = primary screen for activators of insulin secretion dependent on glucose, INS-1E cells, GLuc reporter luminescence | AID 743287 | activation, % at 16.6 µM | INS-1E GLuc reporter insulin secretion, 2-3 h | hit rate 0.61% among 370,000;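 active means lowest replicate activation of at least 40%, so every replicate reaches that level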;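 further: 0% = median of neutral control wells and 100% = median of IBMX positive control wells; some compounds called inactive have numbers as strong as hits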
F508del corr = CFTR F508del correction in bronchial cells; hit rate 0.36% among 350,000; CFBE cells, YFP halide quenching; stimulated with forskolin plus potentiator P3; % fluorescence drop versus neutral controls; AID 720511; activity (quench increase), % at 7.58 µM;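 active means mean added fluorescence quench of at least 8% versus neutral control, with both replicates also reaching 8%; inconclusive means only one of the mean or replicate conditions met; inactive means mean below 8% and not both replicates reaching 8%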;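 further: cells transiently co-express mutant CFTR-F508del with the halide-sensitive YFP; corrector assay measuring rescue of mutant channel to the surface after 24 h compound exposure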
Statin myotox sup = suppression of simvastatin myotoxicity | C2C12 myotubes + simvastatin, ATP luminescence, 48 h; scaled: DMSO 0, geranylgeraniol control 100 | AID 602340 | hit rate 0.78% among 330,000 | rescue of ATP level, % at 7.49 µM;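 active means mean ATP rescue above about 67%, or every replicate alone reaching that limit, limit read from the data, passing the limit was not always enough; inconclusive means no clear call, values can overlap the other calls; inactive means mean under the limit and some replicate under it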;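 further: myotubes were challenged with 10 µM simvastatin during compound exposure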
The depositor's hits bear a star; ? = inconclusive; / = no result given; & = joins results of further samples; [ ] = dose if it differs, or a comment.

SMILES	FN deposition inh	PGC1a acetyl inh	miR-122 sensor	PglD inh	Cneo AK release	GSIS activator	F508del corr	Statin myotox sup
COc1cc(/C=C/C(=O)N2CC(C)OC(C)C2)cc(OC)c1OC (stereo not given)	-9	-14	4	-1	-5	7	-3.4	7
COc1ccc(N(CC(=O)Nc2cccc(OC)c2)S(=O)(=O)c2c(C)nn(C)c2C)cc1	/	-3	3	2	-1	/	/	-6
O=C(CN1C(=O)NC2(CCCC2)C1=O)N1CCN(S(=O)(=O)c2ccccc2Br)CC1	/	3	-11	-1	-4	23	-2.5	5
NC(=O)c1ccc(-n2nnnc2SCC(=O)Nc2ccccc2-c2ccccc2)cc1	/	1	-2	2	4	/	/	2
CCC(C)NC(=O)CN1C(=O)COc2ccc(S(=O)(=O)N3CCOCC3)cc21 (stereo not given)	-5	2	/	2	4	29	3.4	58
Cc1nn(C(C)C(=O)NCCN2CCCCCC2)c(=O)c2nn(-c3ccccc3)c(C)c12 (stereo not given)	-6	-5	0	3	1	-1	-3.5	-10
COc1cccc(CNc2nc3cc(-c4cccc(Cl)c4)sc3c(=O)n2C)c1	3	/	-1	0	0	-10	-0.8	-19
O=C(C[C@@H]1C=C[C@H](NC(=O)Nc2cc(F)ccc2F)[C@@H](CO)O1)Nc1ccccc1	/	-8	/	4	-7	10	2.9	-3
Cc1ccc(-c2nnc(OCc3cccnc3)c3ccccc23)cc1	/	-3	-5	0	-3	15	2.3	3
COc1ccc2c(c1)Cc1sc(NC(=O)c3cccs3)nc1-2	/	-6	-8	-4	4	/	/	-5
O=C(CN1CCN(c2ccc(F)cc2)CC1)Nc1ccccc1Br	11	5	-6	3	4	/	0.4	2
O=C(O)CC(NC(=O)Cc1ccccc1)c1cc([N+](=O)[O-])ccc1Cl (stereo not given)	1	10	-1	-2	1	-19	-0.8	/
NC(=O)[C@@H]1CCCN1Cc1c(C(=O)N2CCN(C3CCCCC3)CC2)nc2ccccn12	-4	0	0	1	-3	8	0.0	-39
Cc1c(C(=O)Cc2ccccc2)n(C)c2ccccc12	-7	17	-3	/	/	-1	-0.9	/
CO[C@@H]1CN(C)C(=O)c2cc(NC(=O)Nc3ccccc3F)ccc2OC[C@H](C)N(CC2CC2)C[C@H]1C	-19	9	/	1	58	-5	-1.6	-10
CCCNC(=O)N(C)C[C@H]1Oc2cc(-c3ccc(C)cc3)ccc2S(=O)(=O)N([C@@H](C)CO)C[C@@H]1C	3	/	13[16.7 µM]	1	-2	-13	0.3	-12
COc1cccc(OC)c1C(=O)NC(=S)Nc1ccc2oc(-c3ccncc3)nc2c1	-12	1	-2	8	0	2	-2.4	6
COc1cc(C)ccc1OCc1cc(C(=O)N2CCN(C)C[C@@H]2c2ccccc2)no1	-2	-2	-1	1	-1	-2	0.4	10
COc1ccccc1NC(=O)C(C)N1CCN(C/C=C/c2ccccc2)CC1 (stereo not given)	/	-13	8	2	0	/	/	-41
O=S(=O)(Nc1ccc(N2CCOCC2)cc1)c1ccc(Cl)s1	-4	-21	-3	11	4	/	/	14
O=C(NCCc1cn[nH]c1)c1ccc2oc(CCc3ccccc3)nc2c1	/	-11	-2	7	0	-2	-2.5	10
O=C(O)CCSSCCC(=O)O	/	-5	-1	3	0	5	-3.9	-2
COc1cccc(NC(=O)COC(=O)CC2CC3CCC2C3)c1 (stereo not given)	6	2	-6	1	0	-6	-2.0	6
Cc1ccc2nc(Cc3ccc(N)cc3)[nH]c2c1	-7	6	4	-8	-1	/	/	14
C[C@H]1CN([C@@H](C)CO)C(=O)c2cccc(NS(C)(=O)=O)c2O[C@@H]1CN(C)Cc1ccc(C(=O)O)cc1	/	13	3[16.7 µM]	2	-10	23	-2.5	9
Cc1ccc(S(=O)(=O)N(C)CCCC(=O)N2CCCCC2)cc1	6	/	/	5	1	/	3.0	-11
Cc1ccc(C(=O)CSc2nnc(CNc3nc(-c4ccccc4)cs3)n2C)cc1	/	-6	-6	-1	2	-22	/	/
Cc1noc(C)c1S(=O)(=O)Nc1ccc2c(c1)C(=O)N([C@H](C)CO)C[C@@H](C)[C@H](CN(C)Cc1ccc(C(F)(F)F)cc1)O2	11	-56	-2[16.7 µM]	-1	-4	-21	-2.7	5
CCOC(=O)c1c(NC(=O)C2CC(Cl)=CCC2C(=O)O)sc2c1CC(C)(C)OC2 (stereo not given)	-3	-5	7	/	/	-12	-1.5	/
C/C(=N\Nc1ncc(Cl)cc1Cl)c1ccc(OC(F)F)cc1	11	0	-3	1	1	-19	/	/
CC(Sc1nc(N(C)C)nc(N2CCOCC2)n1)C(=O)Nc1ccccc1 (stereo not given)	/	-24	4	1	1	-8	/	18
COc1ccc(S(=O)(=O)N2CCOCC2)cc1NC(=O)COc1ccc(C)cc1	1	3	-5	3	0	-3	-4.2	0
CO[C@@H]1CN(C)C(=O)c2cc(NC(=O)c3cc(C)on3)ccc2OC[C@@H](C)N(C(=O)C2CCC2)C[C@H]1C	9	/	-4[16.7 µM]	-1	1	6	-1.7	3
O=C(C[C@H]1CC[C@H]2[C@@H](COC[C@@H](O)CN2Cc2cccc(F)c2)O1)NCC1CCCCC1	-1	-3	-1[16.7 µM]	3	-10	-28	1.0	22
Cc1ccc(S(=O)(=O)NNC(=O)c2ccc(F)cc2)cc1	-5	-5	7	-1	0	1	-0.9	14
COc1ccc(-c2oc3ccccc3c2C(=O)Oc2ccccc2)cc1	-7	-6	-3	0	0	/	0.6	0
C[C@@H]1CN([C@H](C)CO)C(=O)Cc2cc(NS(=O)(=O)c3ccc(F)cc3)ccc2O[C@@H]1CN(C)S(C)(=O)=O	5	7	5[16.7 µM]	4	0	23	0.6	5
CCN(CC)C(=O)COc1ccc2c(-c3ccc(OC)cc3)cc(=O)oc2c1	-6	/	/	2	-1	-19	0.9	-8
O=C(NCc1ccc(F)cc1)C1CCN(S(=O)(=O)c2ccc(Cl)cc2)CC1	9	-9	-4	-5	0	-43	-0.1	29
COC(=O)Cc1c(C)nc2nc[nH]n2c1=O	-5	0	10	0	0	/	/	-2
Cc1ccccc1CN1C[C@H]2CON(C)[C@H]2C[C@H]1c1cccc(Br)c1	8	8	6	1	0	-6	2.4	13
O=C(NC1CCN(Cc2ccccc2)CC1)C1CCN(S(=O)(=O)c2cccc3nsnc23)CC1	/	-17	-6	1	-1	/	/	9
CCOC(=O)[C@H]1CCC[C@@H](NS(=O)(=O)c2ccc(NC(C)=O)cc2)C1	/	8	6	-1	2	15	/	15
O=C(Cn1cc([N+](=O)[O-])cn1)NCCc1nc2ccccc2[nH]1	-1	-7	/	/	/	8	-2.8	/
COc1ccc(Cl)c(-c2cc(C(=O)NCc3ccc(C(F)(F)F)cc3)[nH]n2)c1	1	-12	-5	-6	1	-37	2.6	60
Cc1ccc(S(=O)(=O)N2CCOCC2)cc1C(=O)Nc1ccc(C(N)=O)cc1	0	9	/	/	/	28	0.3	/
CC(C)NC(=O)N1[C@H](CO)[C@H](c2ccc(C#CC3CCCCC3)cc2)[C@@H]1C#N	2	-12	/	0	-4	0	-10	10
CN(C)S(=O)(=O)c1cccc(NC(=O)c2cccc(NS(=O)(=O)c3ccccc3)c2)c1	-4	/	/	-4	-2	-37	-3.0	3
O=C(C[C@H]1C[C@H]2c3cc(NC(=O)CC4CC4)ccc3O[C@H]2[C@H](CO)O1)NCc1ccccc1F	-4	-3&6	-2	1	-1	3&1	2.1&0.8	3
CCCNC(=O)N1C[C@@H](C)[C@@H](OC)CN(C)C(=O)c2cc(NC(=O)C3CCC3)ccc2OC[C@H]1C	-9	-12	22[16.7 µM]	/	/	11	-1.3	6
CC1CCN(C(=O)COc2ccccc2F)CC1	/	-6	-2	0	2	/	/	/
CCc1ccc(CN2CCC(n3nccc3NC(=O)c3ccccc3OC)CC2)o1	6	-15	-7	2	14	/	-1.7	-2
O=C(C[C@@H]1CC[C@H]2[C@@H](COC[C@H](O)CN2Cc2ccc(Cl)cc2)O1)NCc1cccc(F)c1	7	-1	-5[16.7 µM]	3	-1	-13	-2.4	26
CC1(C)Cc2c(cnn2-c2cccc(F)c2)C(NC(=O)CCN2CCCC2=O)C1 (stereo not given)	-2	0	-4	-1	2	-6	-1.1	-3
CC(C)C#Cc1ccc([C@@H]2[C@@H](CO)N3CCCCN(CC4CC4)C[C@H]23)cc1	/	3	-27[16.7 µM]	-1	6	-15	1.2	/
O=C(Nc1cccnc1Cl)c1cc(-c2ccc(O)cc2)on1	5	/	-3	-6	2	2	0.0	5
Cc1c(NC(=O)c2cccc(NC(=O)Cc3c(F)cccc3Cl)c2)c(=O)n(-c2ccccc2)n1C	0	7	-8	2	0	-14	-3.7	-12
Cn1c(=O)c2cc(NC(=O)NCc3ccccc3)ccc2n1Cc1cccc(C(F)(F)F)c1	11	9	22	-12	3	3	2.1	-3
O=C(c1cc([N+](=O)[O-])ccc1Cl)N1CCN(c2ccc(F)cc2)CC1	-8	-6	-5	4	-5	2	-0.2	1
O=C(Nc1cccc(Br)c1)c1ccc(CN2CCc3ccccc3C2)cc1	5	18	-8	1	-1	-13	-2.4	-30

Additional results.
SMILES	FN deposition inh	PGC1a acetyl inh	miR-122 sensor	PglD inh	Cneo AK release	GSIS activator	F508del corr	Statin myotox sup
COc1cc(-c2nnc(-c3ccncc3)o2)ccc1OCc1ccccc1	-8	/	-3	0	-2	/	/	/
O=C(C[C@H]1C[C@H]2c3cc(NS(=O)(=O)c4ccccc4)ccc3O[C@H]2[C@@H](CO)O1)N1CCCCC1	-14	18	12[16.7 µM]	2	-8	-8	-2.4	3
O=C(c1ccc(Cn2c(=O)[nH]c3ccccc3c2=O)cc1)N1CCN(c2ccc(Cl)cc2)CC1	-13	/	26	1	0	-26	/	/
C[C@H](CO)N1C[C@H](C)[C@H](CN(C)C(=O)c2ccc3ccn(C)c3c2)OCc2cnnn2CCCC1=O	-2&0	-3&5	0	4&-3	0&-1	6&-1	2.8&-4.2	-6&-8
CN(Cc1ccccc1)c1ccc(C(CC(N)=O)NC(=O)c2ccccc2)cc1[N+](=O)[O-] (stereo not given)	-1	/	-1	-4	-4	-3	-2.3	-25
Cc1ccc(S(=O)(=O)Nc2ccc3c(c2)CC(=O)N([C@H](C)CO)C[C@H](C)[C@@H](CN(C)Cc2ccc(C(F)(F)F)cc2)O3)cc1	/	-12	-2[16.7 µM]	/	/	-5	3.1	115*
O=C(CC(=O)N/N=C\c1ccccc1[N+](=O)[O-])NCCc1ccccc1	4	/	/	-4	1	-10	-0.1	21
Oc1ccccc1-c1nc(NCc2ccccc2)c2ccccc2n1	6	-19	-8	-1	-2	32	0.7	-14
C[C@H]1CN([C@@H](C)CO)C(=O)c2cccc(NC(=O)Nc3ccc(F)cc3)c2O[C@@H]1CN(C)CC1CCCCC1	-1	-10	63[16.7 µM]	-9	-12	-13	1.5	?

Random draw from the library; overall some 2.1% were active at least once.
